# Source: PubChem BioAssay (several laboratories)
# MgcRacGAP inhibition – MgcRacGAP GTPase-activating activity inhibitors, confirmation, biochemical, ADP Hunter fluorescence | Rac GTPase-activating protein 1 (Homo sapiens) | one-dose inhibition, % at 30 µM; IC50 in µM for titrated hits | MgcRacGAP-stimulated Rac1 GTP hydrolysis, ADP Hunter fluorescence; higher % means a stronger effect; GST-tagged Rac1 F28L mutant substrate | 340,000 tested, 0.6% active;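 active means first-screen hits whose inhibition reached a set limit at any dose in the follow-up dose series; inconclusive means inhibition above the set first-screen limit but never retested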;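 further: fluorescence reports GDP produced by GAP-driven GTP hydrolysis; strong numbers were not always called active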
# HIV peptide binding – inhibitors of HIV fusion peptide binding, primary screen, biochemical, uHTS, fluorescence dequenching (AID 1986); cell-free peptide binding, fluorescence dequenching, 30 min; higher % means a stronger effect; inhibition, % at 20 µM, or IC50 in µM where a hit was titrated; 290,000 tested, 0.3% active; in the data active means inhibition mostly above about 52%, no sharp cut-off; inactive means mostly below about 76%; further: some results filed as inactive read as strong as hits
# LYP inhibition – inhibitors of LYP phosphatase, biochemical, fluorescence intensity, uHTS (AID 1779); Tyrosine-protein phosphatase non-receptor type 22 (Homo sapiens); recombinant LYP phosphatase, fluorescence intensity; higher % means a stronger effect; inhibition, % at 11.5 µM; hits with a dose series show IC50 in µM; 290,000 tested, 0.054% active; in the data active means inhibition above about 50%;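 further: plate controls were vehicle with enzyme for no effect and no enzyme for full effect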
# Dengue-2 NS5 capping – Dengue-2 NS5 methyltransferase inhibitors, primary screen, biochemical, confirmation dose response (AID 588689); Dengue-2 NS5 methyltransferase capping enzyme assay, biochemical; higher % means a stronger effect; inhibition, % at 25 µM; hits with a dose series show IC50 in µM; 340,000 tested, 0.3% active; in the data active means a potency from the dose series; inconclusive means inhibition above about 29% without an active follow-up result
# Siah-1 displacement – Siah-1 peptide-binding antagonists, primary screen, biochemical, fluorescence polarization, rhodamine-plectin, uHTS (AID 1817) | Siah-1 / rhodamine-plectin peptide fluorescence polarization; higher % means a stronger effect | 290,000 tested, 0.02% active | displacement, % at 20 µM, or IC50 in µM where a hit was titrated;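 active means displacement of at least 50% at 20 µM, with a fluorescence ratio check between 0.3 and a set limit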;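 further: plate controls were Siah plus tracer with DMSO for no effect and tracer alone without Siah for full effect; strong numbers were not always called active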
# AID2073 – inhibitors of Mint1-CaV2.2 protein interaction, biochemical, HTRF (AID 2073); Voltage-dependent N-type calcium channel subunit alpha-1B (Homo sapiens); inhibition, % at 20 µM, or IC50 in µM where a hit was titrated; 290,000 tested, 0.19% active; HTRF protein-protein interaction, Mint1-CaV2.2; higher % means a stronger effect; in the data active means inhibition mostly above about 51%, no sharp cut-off; inconclusive means no clear call, values can overlap the other calls; inactive means mostly below about 53%; further: some results filed as inactive read as strong as hits
# SV40 large T antigen – SV40 large T antigen inhibitors, biochemical (AID 1903) | SV40 large T antigen ATPase/helicase inhibition assay; higher % means a stronger effect | inhibition, % at 20 µM, or IC50 in µM where a hit was titrated | 310,000 tested, 0.39% active; in the data active means a potency from the dose series; inconclusive means inhibition mostly from about 32% at the one dose, without a potency; inactive means the rest, 99 in 100 with inhibition below about 32%; further: strong numbers were not always called active
# XIAP antagonists – XIAP antagonists, biochemical, IAP family, fluorescence polarization (AID 1018). E3 ubiquitin-protein ligase XIAP (Homo sapiens). XIAP BIR domain, fluorescence polarization peptide displacement; higher % means a stronger effect. one-dose displacement, % at 20 µM; IC50 in µM for titrated hits. 200,000 tested, 0.007% active; in the data active means displacement above about 50%; further: a part of the inactive calls stands beside numbers as strong as those of hits
# RSV antiviral HEp-2 – RSV antiviral activity via CPE protection, HEp-2 cells, primary 10 µM value included (AID 2391); HEp-2 cells, RSV-induced CPE inhibition; higher % means a stronger effect; one-dose CPE inhibition, % at 10 µM; IC50 in µM for titrated hits; 310,000 tested, 0.13% active; in the data active means a potency from the dose series; inconclusive means CPE inhibition mostly from about 23% at the one dose, without a potency; inactive means the rest, 99 in 100 with CPE inhibition below about 21%; further: strong numbers were not always called active
# Dengue-2 NS5 capping pilot replicate – also measured in Dengue-2 NS5 capping; calls as there; inhibition, %; measured here: pilot screen replicate inhibition
# Starred values were filed as active, the others as inactive; ? = inconclusive; . = no result given.
SMILES,MgcRacGAP inhibition,HIV peptide binding,LYP inhibition,Dengue-2 NS5 capping,Siah-1 displacement,AID2073,SV40 large T antigen,XIAP antagonists,RSV antiviral HEp-2,others
O=C(O)COc1ccc(/C=C/c2ccc3cccc([N+](=O)[O-])c3n2)cc1,3%,31%,2%,2%,75%,5%,7%,-11%,-1.6%,
O=C(CCNS(=O)(=O)c1ccc2c(c1)CCC(=O)N2)NCc1cccnc1,11%,-0.7%,-2%,5%,0%,-6%,3%,1.0%,0.0%,
CC1CCC(NC(=O)CN(C)S(=O)(=O)c2ccc3c(c2)c(=O)n(C)c(=O)n3C)CC1 (stereo not drawn),11%,1.8%,-10%,-2%,8%,-2%,.,.,0.8%,
CCOc1ccc(NS(=O)(=O)c2ccc(NS(=O)(=O)c3ccc(SC)cc3)cc2)cc1,7%,13%,6%,3%,4%,10%,3%,-9.1%,-0.1%,
O=C(N=Nc1c(O)[nH]c2ccccc12)c1ccc(CN2CCOCC2)cc1,5%,-1.7%,-5%,0%,12%,-12%,8%,-5.9%,4.8%,
CCC(C)NC(=O)c1nn(Cc2ccccc2)c(=O)c2ccccc12 (stereo not drawn),4%,2.2%,0%,-11%,7%,1%,10%,.,5.3%,
O=C(NC1CCN(C(=O)c2cccc([N+](=O)[O-])c2)CC1)c1ccccc1,4%,0.1%,-10%,-1%,-6%,17%,4%,.,1.4%,
N/C(CS(=O)(=O)c1ccc(F)cc1)=N\O,8%,8.2%,-9%,11%,2%,4%,7%,.,-0.6%,
COc1ccc(C(=O)Nc2ccccc2C(=O)N/N=C/c2ccco2)cc1,-2%,2.1%,-3%,-1%,-2%,6%,7%,-4.1%,0.2%,
COC(=O)c1cc(NC(=O)c2ccc(Cn3cc(Cl)cn3)o2)cc(C(=O)OC)c1,6%,0.9%,-2%,-2%,7%,1%,12%,-9.8%,0.7%,
CN(C)C(=O)c1nc2ccccc2s1,-10%,0.9%,-2%,6%,1%,2%,2%,-12%,2.9%,
COc1ccccc1C(C#N)N1N=C(C)CC1(C)C (stereo not drawn),8%,-0.1%,-4%,3%,2%,2%,7%,-8.3%,1.4%,
CCn1c(N2CCN(C(=O)C34CC5CC(CC(C5)C3)C4)CC2)nc2ccccc21,6%,-2.2%,7%,-8%,1%,-2%,1%,-16%,20%,
COc1ccccc1/C=C/C(=O)NCC(=O)N/N=C/c1ccc2c(c1)OCO2,12%,-0.3%,1%,-12%,1%,8%,4%,-5.6%,1.7%,
N#CC1C(C#N)N2CCCN2C1c1ccc(Br)cc1 (stereo not drawn),-5%,-0.1%,-5%,-15%,-4%,2%,-2%,.,-0.4%,
O=C(NCCc1ccc(Cl)cc1)C1CCC(=O)N1C1CCCC1 (stereo not drawn),20%,-0.2%,-8%,-5%,4%,5%,9%,-5.1%,0.7%,
Cc1ccc(S(C)(=O)=N/C=C2\C(=O)c3sccc3N(C)S2(=O)=O)cc1 (stereo not drawn),11%,-1.4%,-5%,-9%,2%,1%,14%,.,.,
CCN(CC(O)Cn1c2ccccc2c2ccccc21)S(=O)(=O)c1ccc(C)cc1 (stereo not drawn),7%,1.1%,4%,-7%,0%,30%,-4%,-3.6%,-1.6%,
COc1ccc(NC(=O)NC2CCCc3ccccc32)cc1OC (stereo not drawn),5%,0.0%,-4%,-5%,4%,-3%,5%,.,2.8%,
O=C1c2ccccc2S(=O)(=O)N1CC1CC(c2ccc(Cl)cc2)=NO1 (stereo not drawn),9%,-1.4%,-1%,-1%,1%,14%,-2%,-3.2%,5.5%,
COc1ccccc1CNC(=O)c1cc2sccc2n1C,12%,-3.4%,-6%,3%,2%,-8%,1%,-6.1%,0.0%,
COC(=O)C1=C(O)CSC1=Nc1ccccc1,7%,-1.6%,-5%,-1%,-7%,7%,2%,-3.3%,1.4%,
Cc1nnc(SCC(=O)Nc2ccc(N(C)C)cc2)n(N)c1=O,?,-2.9%,-3%,3%,-3%,-7%,12µM*,0.9%,1.1%,
O=c1cc(N2CCOCC2)cnn1-c1ccccc1,6%,0.4%,-8%,3%,-1%,-5%,7%,1.2%,0.7%,
O=S(=O)(c1cccc2nsnc12)N1CCN(c2ncccn2)CC1,7%,-0.5%,-2%,-3%,4%,3%,18%,-4.1%,1.4%,
Cc1nc(-c2c(C(=O)NNC(=O)Nc3c(C)cccc3C)noc2C)cs1,-8%,-1.1%,-6%,2%,7%,10%,11%,.,1.4%,
Cc1ccc(S(=O)(=O)Cc2csc(N)n2)cc1,6%,3.0%,-6%,-5%,1%,-1%,4%,-2.6%,0.9%,
Cc1cc(OCc2cc(C(=O)N(Cc3nccn3C)C(C)C)no2)cc(C)c1Cl,12%,-1.0%,-11%,-5%,13%,2%,3%,.,7.4%,
O=C(CN1CCN(c2ccccn2)CC1)Nc1ccc(Br)cc1,3%,2.3%,-9%,-3%,6%,4%,21%,.,3.6%,
COc1ccc(CCNC(=O)CSc2nnc(-c3cccc(F)c3)o2)cc1OC,-4%,-2.2%,-2%,-2%,-1%,-3%,-3%,0.6%,-0.7%,
CCC(Sc1nc(C)cc(C)n1)C(=O)Nc1cc(C)on1 (stereo not drawn),4%,-1.2%,-4%,1%,3%,1%,10%,-2.1%,-1.0%,
CCNC(=S)NCc1ccc(F)cc1,-6%,-1.7%,-7%,-2%,18%,-3%,-15%,1.4%,0.6%,
CC(C)Oc1ccc(/C(O)=C2/C(=O)C(=O)N(CCN3CCNCC3)C2c2cccc([N+](=O)[O-])c2)cc1 (stereo not drawn),-2%,0.2%,-13%,-5%,0%,7%,9%,.,0.0%,Dengue-2 NS5 capping pilot replicate=2.1
O=S(=O)(c1ccc(Cl)cc1)N1CCc2ccccc21,10%,3.2%,2%,1%,2%,6%,4%,.,13%,Dengue-2 NS5 capping pilot replicate=2.7
COc1cccc(NC(=O)N2CCCC2C(=O)NC2CCCC2)c1 (stereo not drawn),5%,-0.2%,-5%,-4%,10%,1%,-2%,.,0.6%,
O=[N+]([O-])c1cc(C(F)(F)F)ccc1NCCc1c[nH]c2ccc(O)cc12,13%,-1.2%,3%,-2%,2%,1%,5%,4.9%,3.6%,

# 4 records picked at random from the list so far, as already listed:
SMILES,MgcRacGAP inhibition,HIV peptide binding,LYP inhibition,Dengue-2 NS5 capping,Siah-1 displacement,AID2073,SV40 large T antigen,XIAP antagonists,RSV antiviral HEp-2,others
COc1ccc(CCNC(=O)CSc2nnc(-c3cccc(F)c3)o2)cc1OC,-4%,-2.2%,-2%,-2%,-1%,-3%,-3%,0.6%,-0.7%,
CCC(Sc1nc(C)cc(C)n1)C(=O)Nc1cc(C)on1 (stereo not drawn),4%,-1.2%,-4%,1%,3%,1%,10%,-2.1%,-1.0%,
O=S(=O)(c1ccc(Cl)cc1)N1CCc2ccccc21,10%,3.2%,2%,1%,2%,6%,4%,.,13%,Dengue-2 NS5 capping pilot replicate=2.7
O=S(=O)(c1cccc2nsnc12)N1CCN(c2ncccn2)CC1,7%,-0.5%,-2%,-3%,4%,3%,18%,-4.1%,1.4%,

# More compounds follow.
SMILES,MgcRacGAP inhibition,HIV peptide binding,LYP inhibition,Dengue-2 NS5 capping,Siah-1 displacement,AID2073,SV40 large T antigen,XIAP antagonists,RSV antiviral HEp-2,others
CN=C(NC(=O)Nc1c(C)cccc1C)NC(=O)Nc1c(C)cccc1C,12%,-0.4%,6%,1%,-3%,-9%,10%,-3.1%,3.3%,
CCc1ccc2c(c1)c(N=NC1=NC(=O)CS1)c(O)n2CC,16%,7.5%,-1%,24%,-3%,15%,9%,-4.0%,1.9%,
CCOC(=O)C(=O)Nc1nnc(CCc2ccccc2)s1,7%,1.3%,-2%,-3%,2%,8%,9%,-19%,2.3%,
Cc1cc(C)n(-c2cc(Oc3ccccc3)ncn2)n1,-6%,-0.8%,-6%,-9%,-2%,-2%,2%,-5.5%,-0.8%,
Cc1ccc(OCCN2CCN(C(=O)CCC(=O)Nc3nnc(C)s3)CC2)cc1,3%,0.1%,-6%,-1%,-1%,11%,-5%,-4.2%,0.8%,
CSCCNC(=O)c1ccc(OC2CCN(S(=O)(=O)N(C)C)CC2)cc1,7%,2.4%,-11%,-2%,2%,4%,2%,.,1.4%,Dengue-2 NS5 capping pilot replicate=2.1
Cc1ccc(C(=O)C[n+]2ccccc2)cc1,6%,-1.2%,-8%,-8%,-1%,2%,-2%,.,0.1%,
COc1ccccc1OCC(=O)NNC(=O)c1ccoc1C,5%,0.7%,3%,0%,-4%,0%,11%,-10%,0.5%,
O=C(Nc1cccc(F)c1)N1CCCC(CNS(=O)(=O)Cc2ccccc2)C1 (stereo not drawn),6%,0.5%,-8%,-11%,2%,-7%,10%,-11%,-0.8%,
Cc1ccc(OCC(=O)NNC(=O)c2ccc(NC(=O)C3CC3)cc2)c(C)c1,8%,1.1%,-12%,1%,-2%,9%,15%,.,1.9%,
Cc1ccc2nc(NC(=O)Cn3nc(C)c([N+](=O)[O-])c3C)sc2c1,4%,0.6%,-4%,-7%,-3%,-9%,2%,-8.9%,8.8%,
COC(=O)[C@@]12CCCCN1[C@H](c1ccc(-c3cccc(Cl)c3)cc1)[C@H]1C(=O)N(C)C(=O)[C@H]12,11%,.,.,15%,.,.,6%,.,-1.1%,
CCc1cc(C(=O)N2CCCc3ccccc32)sc1C,12%,2.5%,-5%,-1%,2%,7%,13%,.,3.9%,
CCOCCCNc1ncc2c(n1)CC(c1ccc(C)cc1)CC2=O (stereo not drawn),10%,1.6%,-8%,-8%,3%,3%,8%,-3.4%,0.4%,
Cc1cc(-c2nnc(SCC(=O)Nc3ccccc3F)n2N)n[nH]1,14%,0.7%,-9%,-5%,-2%,-7%,-7%,.,-0.2%,
Cc1ccccc1CSCC(=O)NC1CCCC1,10%,-3.3%,-2%,-3%,-4%,12%,12%,-0.8%,2.3%,
COC(=O)C(C)Sc1ccc2nnc(-c3ccc(F)cc3)n2n1 (stereo not drawn),10%,1.3%,-8%,-3%,1%,39%,-3%,1.2%,0.8%,
O=C(NC1CCN(c2ncccn2)CC1)c1ccccc1Cl,6%,-2.2%,-5%,-2%,-2%,1%,4%,.,0.5%,
CCCCCCCN1CCC(=O)N([C@H](CO)c2ccccc2)CC1,3%,1.9%,-10%,-6%,-2%,0%,7%,.,-1.3%,
COc1ccccc1-c1noc2ncnc(Nc3cccc(C)c3)c12,11%,0.1%,-8%,-7%,-3%,22%,2%,.,0.7%,
CCN(CC)CCNC(=O)C1c2ccccc2C(=O)N(CCOC)C1c1ccc(F)cc1 (stereo not drawn),-1%,-1.1%,-4%,-3%,2%,-1%,7%,-22%,1.0%,
Cc1ccc(OC(=O)Nc2ccccc2)cc1,-11%,1.0%,3%,1%,0%,-1%,7%,-2.4%,0.5%,
Brc1cnc(N2CCCCC2)nc1N1CCOCC1,4%,-3.3%,-13%,-2%,-6%,0%,-3%,-7.3%,4.0%,
